NPR1 activator: GC-A stimulated cGMP production enhancers – HEK293 GC-A cells, cGMP TR-FRET, EC30 ANP, primary screen | Atrial natriuretic peptide receptor 1 (Homo sapiens), P16066 | 0% at EC30 ANP, 100% saturating ANP | activation, % at 10 µM | 0.14% of 370,000 active | AID 1671463, 2021; in the data active means activation above about 40%
Target sequence (P16066 whole entry, looked up): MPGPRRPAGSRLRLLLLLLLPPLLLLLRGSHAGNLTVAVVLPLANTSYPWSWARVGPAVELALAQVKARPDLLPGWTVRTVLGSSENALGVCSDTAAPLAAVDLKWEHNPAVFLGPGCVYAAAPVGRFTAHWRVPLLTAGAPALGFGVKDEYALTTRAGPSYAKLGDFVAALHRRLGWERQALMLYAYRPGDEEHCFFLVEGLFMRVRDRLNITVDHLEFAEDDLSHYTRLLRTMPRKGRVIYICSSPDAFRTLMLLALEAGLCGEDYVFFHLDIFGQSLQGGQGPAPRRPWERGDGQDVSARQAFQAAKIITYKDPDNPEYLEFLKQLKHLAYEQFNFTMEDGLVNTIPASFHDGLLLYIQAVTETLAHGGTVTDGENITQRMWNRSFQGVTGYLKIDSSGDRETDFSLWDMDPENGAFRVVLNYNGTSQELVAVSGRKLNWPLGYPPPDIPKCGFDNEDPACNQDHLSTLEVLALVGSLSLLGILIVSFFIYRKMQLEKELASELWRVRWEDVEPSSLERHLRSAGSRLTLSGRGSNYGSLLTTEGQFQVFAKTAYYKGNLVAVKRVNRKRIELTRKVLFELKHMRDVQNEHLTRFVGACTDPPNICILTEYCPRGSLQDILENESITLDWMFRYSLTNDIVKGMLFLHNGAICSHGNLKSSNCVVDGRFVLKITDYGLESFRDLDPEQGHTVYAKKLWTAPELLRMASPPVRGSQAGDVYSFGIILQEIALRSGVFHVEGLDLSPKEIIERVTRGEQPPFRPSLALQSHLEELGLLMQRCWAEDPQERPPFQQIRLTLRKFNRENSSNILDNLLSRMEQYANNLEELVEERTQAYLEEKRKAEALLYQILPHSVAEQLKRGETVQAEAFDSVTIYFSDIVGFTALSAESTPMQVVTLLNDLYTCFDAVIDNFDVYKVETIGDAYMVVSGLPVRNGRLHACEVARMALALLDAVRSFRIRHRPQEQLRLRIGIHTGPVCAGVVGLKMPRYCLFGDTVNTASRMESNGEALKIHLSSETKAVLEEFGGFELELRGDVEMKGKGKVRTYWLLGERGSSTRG
ARFGAP1 inh: inhibitors of rat ARFGAP1 GAP activity, primary screen, biochemical, fluorescence polarization, GDP tracer; ADP-ribosylation factor GTPase-activating protein 1 (Rattus norvegicus), Q62848; Arfgap1-stimulated ARF1 GTP hydrolysis, GDP FP detection; inhibition, % at 16.5 µM; 0.26% of 360,000 active;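 active means inhibition above a per-plate limit, mean inhibition of low control wells plus 3 SD, cut at about 25% in these data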;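 further: 0% = DMSO wells with enzyme and 100% = wells lacking Arfgap1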
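Assay system: Rat Arfgap1 GAP domain (His6, aa 1-136), purified enzyme | Buffer or medium: HEPES 25 mM pH 7.5, NaCl 150 mM, MgCl2, DTT | Schedule: GTP hydrolysis reaction 2 h at 25 °C | Signal: FP of antibody-bound GDP Alexa 633 tracer, ex 620/em 688 nm | Measure: Percent inhibition of Arfgap1-stimulated GTP hydrolysis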
KLK7 zymogen act: proKLK7 zymogen activators, primary screen, biochemical, fluorescence intensity; AID 652039, 2013; 0.9% of 370,000 active; purified proKLK7, EDANS-DABCYL substrate fluorescence; 100% is mature enzyme control, 0% vehicle; activation, % at 7 µM; Kallikrein-7 (Homo sapiens), P49862;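 active means activation above the mean of all tested compounds plus 3 SD, computed per campaign excluding outliers beyond control limits, cut at about 13% in these data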
sPLA2-III inh: human group III sPLA2 inhibitors, primary screen, biochemical, QFRET, BODIPY PC-A2 liposome substrate; Group 3 secretory phospholipase A2 (Homo sapiens), Q9NZ20; QFRET BODIPY PC-A2 liposome hydrolysis, fluorescence; inhibition, % at 12.2 µM; 0.56% of 370,000 active; AID 743126, 2013;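 active means inhibition above mean plus 3 SD of compounds lying within the high and low control bounds, cut at about 19% in these data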;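 further: 0% = median of test compound wells and 100% = no enzyme DMSO wells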
ADAM10 inh: human ADAM10 inhibitors, primary screen, biochemical, QFRET, HTS; recombinant ADAM10, EDANS/DABCYL FRET peptide cleavage, 3 h; inhibition, % at 7 µM; 0.62% of 370,000 active; AID 720582, 2013;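 active means inhibition above a per-campaign cutoff equal to the mean of compounds falling between control-based bounds plus 3 SD, cut at about 20% in these data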;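 further: 0% = DMSO wells while the 100% control is not disclosed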
rCAG binder: binders of r(CAG) RNA repeats, primary screen, biochemical, fluorescence. inhibition, % at 3 µM. 1.3% of 370,000 active. r(CAG) RNA repeat, TO-PRO-1 dye displacement fluorescence. AID 651821, 2012;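 active means inhibition above the plate cutoff, the mean of all test compounds on that plate plus 3 SD, cut at about 35% in these data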;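 further: 0% = DMSO alone and 100% = 100 µM mitoxantrone as full dye displacement; higher means more dye released from RNA so lower well fluorescence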
ASAP1 inh: inhibitors of human ASAP1 ArfGAP activity, primary screen, biochemical, fluorescence polarization; 0.19% of 360,000 active; inhibition, % at 16.5 µM; Arf-GAP with SH3 domain, ANK repeat and PH domain-containing protein 1 (Homo sapiens), …; ASAP1-stimulated ARF1 GTP hydrolysis, GDP FP detection; AID 624377, 2012; in the data active means inhibition above about 25%;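 further: 0% = vehicle with enzyme and substrate and 100% = no enzyme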
FXN GAA850 act: FXN promoter activators, primary screen, cell-based, luciferase luminescence, HEK293 lucGAA850. HEK293 lucGAA850 FXN promoter luciferase reporter, 24 h; percent of 10 µM SAHA response. 0.56% of 360,000 active. AID 540364, 2011. activation, % at 6 µM;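 active means activation above the average of all compounds screened plus 3 SD, cutoff fixed separately per campaign, cut at about 7.5% in these data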;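 further: 0% = DMSO wells and 100% = 10 µM SAHA wells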
NPR2 activator: human GC-B receptor activators, primary screen, HEK293 GC-B cells, cGMP TR-FRET, EC30 CNP; 0.11% of 370,000 active; activation, % at 10 µM; AID 1920062, 2024; Atrial natriuretic peptide receptor 2 (Homo sapiens), P20594; 0% at EC30 CNP, 100% saturating CNP;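 active means activation at 10 µM reaching about 35% in either raw or pattern-adjusted values, limit read from the data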
DDE Tn6 FP inh: inhibitors of Tn6 peptide binding to fibrin DD(E), primary screen, biochemical, fluorescence polarization, human fibrin, Tn6 probe | Fibrinogen beta chain (Homo sapiens), P02675 | inhibition, % at 8.3 µM | Fibrin DD(E) TRITC-Tn6 fluorescence polarization displacement | 0.21% of 370,000 active;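 active means inhibition above a per-campaign cutoff: mean of compounds within control limits plus 3 SD, cut at about 15% in these data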;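 further: 0% = median of all compound wells on the plate and 100% = blocking peptide control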
The depositor's hits bear a star; · = no result given.

SMILES | NPR1 activator | ARFGAP1 inh | KLK7 zymogen act | sPLA2-III inh | ADAM10 inh | rCAG binder | ASAP1 inh | FXN GAA850 act | NPR2 activator | DDE Tn6 FP inh
Nc1nc(-c2cccnc2)nc(N2CCCCC2)n1 | 4 | 5 | 0.0 | -5 | -4 | -6 | -9 | -0.1 | 3 | -3
C[n+]1c(/C=C/c2ccc3c(c2)OCO3)ccc2ccccc21 | 1 | -13 | 0.2 | 0 | -12 | -7 | 7 | -2.2 | 4 | -6
O=C(NCc1ccco1)c1ccc(COc2ccccc2Cl)cc1 | 25 | 8 | 0.3 | -19 | 8 | 2 | 11 | 2.6 | -1 | 6
COc1ccc2[nH]c(C)c(CCNC(=S)Nc3ccc(C)cc3)c2c1 | -11 | 4 | 0.4 | -1 | 9 | -1 | 4 | -1.8 | -13 | -3
Cc1ccc(C)c(OCCC(=O)OCC(=O)NC2CCS(=O)(=O)C2)c1 (stereo not drawn) | 3 | -1 | -0.1 | -2 | -8 | 0 | -2 | 2.2 | 6 | 10
Cc1cc(C)cc(C(=O)NCC(=O)OCc2cc([N+](=O)[O-])cc3c2OCOC3)c1 | -2 | 3 | 0.7 | -4 | -6 | -6 | 12 | -0.8 | 3 | -1
S=c1nc(Cc2ccc(Cl)cc2)[nH]c2ccccc12 | 17 | -4 | 0.4 | 4 | 3 | 3 | 5 | 2.8 | 21 | -3
O=C(Nc1cc(Cl)c(Cl)cc1Cl)c1cccnc1 | -5 | 7 | 0.7 | 1 | 6 | 6 | -9 | 1.1 | 8 | 0
CNc1ncnc2c1ncn2[C@H]1CN(Cc2cccs2)C[C@@H](CO)O1 | 0 | -5 | -0.3 | 5 | 4 | 0 | 3 | 2.2 | 8 | 1
Cc1cc(NC(=O)CCC(=O)N(CCC(C)C)CC(=O)NCC2CCCO2)no1 (stereo not drawn) | 2 | -1 | 0.3 | -6 | 1 | -5 | 7 | 0.5 | 2 | -5
COC(=O)c1cc2sccc2n1Cc1ccc(C)cc1 | -2 | -1 | -0.6 | 1 | -6 | -1 | -1 | 0.1 | -7 | -2
CCc1nnc(N2C(=N)SCC2=O)s1 | 2 | 13 | 0.6 | -1 | 7 | -4 | -5 | 2.2 | -2 | 0
O=c1oc2ccccc2c(O)c1C=Nc1cccnc1 | -3 | -1 | 0.0 | -5 | 1 | 8 | 6 | -1.1 | -1 | 0
CCOC(=O)C1(C)CCN1C(=O)c1ccoc1 (stereo not drawn) | -3 | -13 | 0.1 | 9 | -6 | 0 | -9 | 1.4 | 1 | 2
CC12CCC(=O)N1C(C(=O)Nc1ccccc1N1CCOCC1)CS2 (stereo not drawn) | -3 | 1 | 0.6 | -7 | -6 | -2 | -13 | 3.6 | 3 | -6
COc1ccc(NC(=O)c2cc3sccc3n2Cc2ccc(F)cc2)cc1OC | 0 | 2 | 5.2 | -8 | 15 | 6 | 15 | 1.8 | -4 | 6
CCc1cccc(NC(=O)c2ccc(NS(=O)(=O)c3c(C)noc3C)cc2)c1 | 4 | 13 | 0.8 | -34 | 14 | 26 | 1 | 3.6 | 0 | 7
CC(C)(C)NC(=O)NC(=O)COC(=O)CCCc1c[nH]c2ccccc12 | -6 | 22 | 0.1 | -85 | 17 | 0 | -9 | 2.2 | -1 | -2
CC(C)Sc1nc(-c2ccccc2)cc(=O)[nH]1 | 4 | -12 | -0.2 | -22 | 3 | 3 | 10 | 1.9 | 3 | 2
CCN1CCN(C(=O)c2ccccc2NC(=O)c2ccc(Cl)cc2)CC1 | 2 | 11 | 0.0 | 10 | 6 | -3 | 4 | 1.9 | 3 | 0
C#CCOCCOCCOCCNc1nc(N2CCN(C(=O)[C@H](CCCCN)n3cc(CN)nn3)CC2)nc(N2CCN(C(=O)[C@H](CCCCN)n3cc([C@@H](N)[C@H](C)CC)nn3)CC2)n1 | 6 | 15 | -0.6 | -1 | -2 | 12 | -14 | -0.8 | 1 | 4
CC1(C)CC(=O)C=C(c2cccc(OC(=O)c3ccc(-c4ccccc4)cc3)c2)C1=O | -4 | 2 | -0.2 | -1 | -7 | 10 | -1 | 0.3 | 4 | -3
CNC(=O)c1ccc(-c2ccc(Cl)c(Cl)c2)s1 | 5 | 8 | 0.1 | -4 | -33 | 5 | -10 | 6.8 | -7 | -4
CN(Cc1ccccc1)C(=O)COC(=O)c1cc(Cl)nc(Cl)c1 | -2 | -3 | 0.0 | -7 | -5 | -1 | 3 | 0.2 | 0 | 0
COc1cc2c(c(OC)c1OC)C(c1ccccc1C)CC(=O)O2 (stereo not drawn) | -6 | 0 | 0.1 | 2 | -3 | 1 | 4 | 0.0 | -7 | 3

Ten entries from above, in CSV form.
SMILES,NPR1 activator,ARFGAP1 inh,KLK7 zymogen act,sPLA2-III inh,ADAM10 inh,rCAG binder,ASAP1 inh,FXN GAA850 act,NPR2 activator,DDE Tn6 FP inh
C[n+]1c(/C=C/c2ccc3c(c2)OCO3)ccc2ccccc21,1,-13,0.2,0,-12,-7,7,-2.2,4,-6
O=C(NCc1ccco1)c1ccc(COc2ccccc2Cl)cc1,25,8,0.3,-19,8,2,11,2.6,-1,6
COc1ccc2[nH]c(C)c(CCNC(=S)Nc3ccc(C)cc3)c2c1,-11,4,0.4,-1,9,-1,4,-1.8,-13,-3
Cc1ccc(C)c(OCCC(=O)OCC(=O)NC2CCS(=O)(=O)C2)c1 (stereo not drawn),3,-1,-0.1,-2,-8,0,-2,2.2,6,10
Cc1cc(C)cc(C(=O)NCC(=O)OCc2cc([N+](=O)[O-])cc3c2OCOC3)c1,-2,3,0.7,-4,-6,-6,12,-0.8,3,-1
S=c1nc(Cc2ccc(Cl)cc2)[nH]c2ccccc12,17,-4,0.4,4,3,3,5,2.8,21,-3
O=C(Nc1cc(Cl)c(Cl)cc1Cl)c1cccnc1,-5,7,0.7,1,6,6,-9,1.1,8,0
CNc1ncnc2c1ncn2[C@H]1CN(Cc2cccs2)C[C@@H](CO)O1,0,-5,-0.3,5,4,0,3,2.2,8,1
Cc1cc(NC(=O)CCC(=O)N(CCC(C)C)CC(=O)NCC2CCCO2)no1 (stereo not drawn),2,-1,0.3,-6,1,-5,7,0.5,2,-5
COC(=O)c1cc2sccc2n1Cc1ccc(C)cc1,-2,-1,-0.6,1,-6,-1,-1,0.1,-7,-2

Carrying on.
SMILES | NPR1 activator | ARFGAP1 inh | KLK7 zymogen act | sPLA2-III inh | ADAM10 inh | rCAG binder | ASAP1 inh | FXN GAA850 act | NPR2 activator | DDE Tn6 FP inh
COc1ccc(Cl)cc1NC(=O)CN(C)C(=O)CCCc1c[nH]c2ccccc12 | -3 | 20 | 0.5 | -70 | 56* | -1 | 2 | 9.6* | -3 | -7
Cc1cccc(S(=O)(=O)NNC(=O)c2sc(C)nc2C)c1 | 0 | -7 | 0.0 | -3 | 9 | -1 | -12 | -0.7 | 1 | 0
C(=N/Nc1cc(N2CCOCC2)nc(N2CCOCC2)n1)/c1ccccc1 | 2 | 2 | -0.1 | 2 | 7 | -7 | -5 | 1.1 | -1 | 3
COc1ccc(NC(=O)[C@H](C)NC(=O)C2CCN(S(=O)(=O)c3ccc(C)cc3)CC2)cc1OC | 6 | 19 | -0.2 | 5 | -4 | -4 | -7 | -0.1 | -7 | 4
O=C1c2cccc3cccc(c23)C(=O)N1CCN1CCN(C(=S)Nc2ccc(Cl)cc2)CC1 | 0 | -4 | -0.2 | -1 | 5 | 7 | -14 | 2.9 | 1 | 4
Oc1ccc2ccccc2c1C=NC1CCCCC1 | -4 | -8 | 0.7 | 2 | -14 | 8 | -2 | 2.0 | -2 | -10
CC1(C)C=Cc2ccc(O)c(C(=O)/C=C/c3ccccc3)c2O1 | -4 | · | · | 4 | 5 | · | · | · | -6 | 3
CC1CCN(S(=O)(=O)c2ccc(C(=O)N3CCOCC3)cc2)CC1 | 2 | 11 | 0.1 | 14 | 1 | -5 | -16 | 1.5 | 0 | -2
Cc1nc([N+](=O)[O-])c(Br)n1CC(=O)c1ccc2ccccc2c1 | · | -3 | 0.5 | -19 | -9 | 6 | 3 | 24* | · | 5
CCc1ccc(C(=O)NNC(=S)Nc2ccc(S(N)(=O)=O)cc2)s1 | -3 | 6 | 1.1 | -7 | -27 | 15 | 2 | 2.8 | 4 | 0
COCCCNC(=S)Nc1ccc2nc3n(c(=O)c2c1)CCCCC3 | 4 | 12 | 0.6 | 8 | -18 | -5 | -5 | 0.5 | -4 | 1
O=C(O)c1ccc(Cl)c(NC(=S)NC(=O)c2ccccc2[N+](=O)[O-])c1 | -3 | 16 | -0.5 | 13 | -5 | 10 | -3 | -0.7 | 4 | -5
COC(=O)c1ccc(OCCN2C3=NCCN3c3ccccc32)cc1 | -9 | 2 | 0.8 | 4 | -20 | 1 | 1 | 0.8 | 0 | -3
CCOc1ncccc1C(=O)NNC(=O)CSc1ccc(Cl)cc1 | -4 | 11 | -0.4 | 1 | 4 | 0 | 2 | 0.8 | -4 | 5
CCc1ccccc1NC(=O)Cn1nc(C(F)(F)F)c2c1CCC2 | 4 | 18 | -0.1 | 3 | 0 | -1 | 9 | 0.0 | 4 | -1
CN(C)c1ccc(/C=N/NC(=O)CCC(=O)NCc2ccccc2)cc1 | -9 | -7 | 1.2 | 5 | -335 | 0 | 5 | 1.5 | 1 | 2
COC(=O)c1ccc(NC(=O)CN2C(=O)CNC2=O)cc1 | -5 | 9 | -0.4 | -1 | 4 | 7 | 7 | 0.0 | -1 | 0
O=C(Cc1ccc(Br)cc1)Nc1cccc(-c2cn3c(n2)SCC3)c1 | 1 | 1 | 0.2 | -14 | 9 | 9 | 20 | -0.5 | 3 | 0
Cc1nc(N)sc1C(=O)N/N=C/c1ccc([N+](=O)[O-])cc1 | 11 | 4 | 0.8 | -6 | -3 | 4 | 3 | 0.6 | 19 | -9

Compounds as they come; overall some 4.5% were active at least once.
